Screens as filed in PubChem BioAssay.
T cell HTS = T cell immune modulators affecting CD8 T cell-vesicle binding | 2C CD8+ T cell-vesicle binding, flow cytometry; hits give low values | calls only at 7 µM | 0.068% of 330,000 active | AID 2052;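 active = response, share of CD8 T cells binding vesicles, and their 90th percentile fluorescence all below set limits, cut at about 80% in these data, passing the limit was not always enough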
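material = purified 2C TCR transgenic mouse naive CD8+ T cells | controls = Unloaded micro-vesicles (low), QL9 vesicles with 0.7% DMSO (high) | detection = cytometric PE anti-B7-1 and Alexa647 anti-CD8 signals after 1% paraformaldehyde fixation | incubation = binding step 1.5 h, 37 °C, antibody labelling 20 min, ice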
Hep lipid drop = modulators of hepatic lipid droplet formation; AML12 mouse hepatocytes, oleate lipid droplets, BODIPY imaging; inhibition, % at 6.5 µM; 0.4% of 240,000 active;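 active = lipid droplet intensity inhibited by at least 50%, with more than 500 cells counted; inconclusive = wells with under 300 cells, treated as cytotoxic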
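Material: mouse AML12 hepatocyte cell line, fixed after treatment; Timing: compound with oleate, overnight; Technique: high-content imaging of BODIPY-stained droplets and DAPI nuclei; Probe or stimulus: oleate, 100 µM final; Dosing: compound at 6.5 µM only.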
Myeloid diff 2 = compounds promoting myeloid differentiation; ER-HoxA9 myeloid progenitors, lysozyme-GFP differentiation, flow cytometry; 1% of 360,000 active; calls only at 10 µM;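 active = normalized GFP-positive differentiation at or above the plate's own cutoff, the solvent-only control mean plus 3 SD; inconclusive = no clear call, values can overlap the other calls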;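 also: cells exposed to compound for four days before flow analysis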
Hep lipid drop cells 6.5 µM = also measured in Hep lipid drop; calls as there; cell count; measured here: cell count, cytotoxicity flag;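 cells counted across two imaged fields per well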
T cell HTS vesicle-bound % = also measured in T cell HTS; calls as there; double positive events, %; measured here: CD8+ vesicle-bound cell fraction;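 binding gate set so that unloaded-vesicle control wells show 10% double positive cells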
Myeloid diff 2 GFP+ MAC1+ % = recorded beside Myeloid diff 2, whose call it bears; GFP+ MAC1+ double positive, %; measured here: differentiation confirmed by MAC1 staining
Active calls of the source: *; i = inactive; ? = inconclusive; / = no result given; + = active, no number; & = joins results of further samples.

SMILES	T cell HTS	T cell HTS vesicle-bound %	Hep lipid drop	Myeloid diff 2	Myeloid diff 2 GFP+ MAC1+ %	others
O=C(CNC(=O)c1ccccc1)NCC(=O)OCC(=O)c1ccccc1Cl	/	/	-1.8	i	1.5	Hep lipid drop cells 6.5 µM=864
COc1ccc(CN2CCN(c3nc4ccccc4s3)CC2)cc1	/	/	-0.1	i	0.5	Hep lipid drop cells 6.5 µM=783
CCCN(CCC)c1nc2c(C)cccn2c(=O)c1/C=C1/SC(=S)N(Cc2ccco2)C1=O	/	/	57.5*	+	9.4*	Hep lipid drop cells 6.5 µM=775*
COc1ccc(C(=O)Nc2ccc(NC(=O)c3ccccn3)cn2)cc1	/	/	-4.1	i	1.8	Hep lipid drop cells 6.5 µM=732
CCOc1ccc(S(=O)(=O)N2CC(=O)Nc3ccccc32)cc1C#N	/	/	-0.1	i	0.4	Hep lipid drop cells 6.5 µM=837
Cc1nn(C)c(C(=O)NNC(=O)NC2CCCCC2)c1Cl	/	/	0.9	?	/	Hep lipid drop cells 6.5 µM=855
O=[N+]([O-])c1ccc(N2CCc3ccccc3C2)cc1	/	/	-4.3	i	0.0	Hep lipid drop cells 6.5 µM=846
CC(NC(=O)CN1CCOCC1)c1ccc(F)cc1 (centres undefined)	/	/	1.1	i	0.6	Hep lipid drop cells 6.5 µM=768
CCN1CCN(c2ccc(NC(=O)c3ccc(Br)o3)cc2)CC1	/	/	11.7	i	0.6	Hep lipid drop cells 6.5 µM=805
CC(=O)Nc1ccc(S(=O)(=O)Nc2ccn(Cc3ccccc3Cl)n2)cc1	/	/	-3.8	i	0.0	Hep lipid drop cells 6.5 µM=785
Cn1c2ccc(F)cc2c2nnc(SCCN3CCCCC3)nc21	/	/	-25.3	i	0.1	Hep lipid drop cells 6.5 µM=837
O=C(c1cccc(NS(=O)(=O)c2cccc(F)c2)c1)N1CCCC1	/	/	-1.8	i	0.5	Hep lipid drop cells 6.5 µM=831
Cc1cc(C)cc(NC(=O)C2CCCN(S(=O)(=O)c3c(C)noc3C)C2)c1 (centres undefined)	/	/	-19.2	i	1.1	Hep lipid drop cells 6.5 µM=700
Cc1ccc2c(c1)N(CC(=O)N1CCC(O)CC1)C(=O)CO2	/	/	-3.5	i	0.5	Hep lipid drop cells 6.5 µM=756
CCN(CC(=O)NCc1ccc(F)cc1)C(=O)/C=C/c1cc(OC)ccc1OC	/	/	7.9	i	2.1	Hep lipid drop cells 6.5 µM=731
O=C(COC(=O)c1ccc([N+](=O)[O-])o1)NC1CCCC1	i	45.4	/	i	1.4
COc1ccc(/C=C2\Oc3cc(OCC(=O)N4CCC[C@H]4C(=O)O)ccc3C2=O)c(OC)c1OC	i	28.0	/	i	2.7
COc1ccc(C)c2sc(N(CCN(C)C)C(=O)c3cccc(N4C(=O)CCC4=O)c3)nc12	i	15.0	/	i	0.5
O=C(NCCS(=O)(=O)NCC1CCCO1)c1ccccc1 (centres undefined)	i	34.6	/	i	1.0
COCCN(C(=O)c1ccc(-c2ccc(Cl)cc2)o1)c1c(N)n(CC(C)C)c(=O)[nH]c1=O	i	54.2	/	i	1.4
O=C(NCc1ccc(Cl)cc1)[C@@H]1CCCN1S(=O)(=O)c1ccc(Cl)cc1	i	54.0	/	i	0.7
COc1ccccc1NC(=O)C(C)OC(=O)c1cc2ccccc2[nH]1 (centres undefined)	i	38.9	/	i	1.0
Cc1noc(C)c1CSCC(=O)Nc1cc(C(F)(F)F)ccc1N1CCCCC1	i	29.6	/	i	0.7
CCO[C@@H]1OC(C(=O)NC2CC2)=C[C@H](c2coc3ccccc3c2=O)[C@H]1CCCO	i	12.3	/	i	1.5
CCN1C(=O)[C@@H]2[C@@H](c3ccc(SC4CCCCC4)c(OC)c3)N3CCCC[C@@]3(C(=O)OC)[C@@H]2C1=O	i	18.3	/	i	3.1
CN(Cc1ccco1)C(=O)CN1C(=O)NC2(CCCCC2)C1=O	i	17.0	/	i	0.6
CN(C)CCCN1c2ccc([N+](=O)[O-])cc2CCc2cc([N+](=O)[O-])ccc21	i	24.3	/	i	0.5
CN(c1ccccc1)S(=O)(=O)c1ccc(Cl)c(C(=O)NCC(c2ccco2)N2CCCC2)c1 (centres undefined)	i	16.3	/	i	0.4
Cc1ccc(NS(=O)(=O)c2cccc(C(=O)NNC(=O)c3ccco3)c2)c(C)c1	i	51.1	/	+	2.5*
CNC[C@H]1Oc2ccc(NC(=O)Cc3cn(C)c4ccccc34)cc2CC(=O)N([C@@H](C)CO)C[C@H]1C	i	17.6	/	i	2.1
O=C(Nc1ccccc1N1CCOCC1)c1ccc(Cl)c(S(=O)(=O)N2CCCC2)c1	i	20.9	/	i	1.1
COc1ccc(-c2csc(NCCn3c(C)nc4cc(C(F)(F)F)ccc43)n2)cc1	i	43.2	/	i	2.0
CCN(CC(=O)Nc1ccc(NC(C)=O)cc1)C(=O)CCCN1C(=O)c2ccccc2C1=O	i	32.0	/	i	1.1
CC1CCCCN1S(=O)(=O)CCNC(=O)c1ccccc1 (centres undefined)	i	39.9	/	i	0.6
COc1ccccc1CN(C)CC(=O)NC(=O)NC1CCCCC1	i	7.1	/	i	0.8
COc1cccc(C(=O)NCCS(=O)(=O)N2CCCC2)c1	i	31.5	/	i	1.2
CCOc1ccc(CCNC(=O)COC(=O)c2sccc2C)cc1OCC	i	52.7	/	i	0.3
O=C(COC(=O)c1ccc(Br)o1)NCc1ccc(F)cc1	i	32.4	/	i	1.2
COc1ccc(-c2c(-c3cc(OC)cc(OC)c3)n(C)c3ccc(-c4ccc(OC)c(F)c4)cc23)cc1	i	14.7	/	i	1.4
Cc1ccc(NC(=O)CN2C(=O)N/C(=C\c3ccco3)C2=O)cc1	i	26.3	/	i	2.1
O=S(=O)(Nc1cccc(S(=O)(=O)N2CCCC2)c1)c1ccc(Cl)cc1	i	52.4	/	i	0.9
CCOc1ccccc1N1CCN(C(=O)c2c(CC)noc2C)CC1	i	25.6	/	i	0.2
COc1ccccc1CNC(=O)COC(=O)c1ccc(-n2cnnn2)cc1	i	15.0	/	i	0.5
CN(CCOc1ccc(Cl)cc1)C(=O)c1ccccc1SCC(=O)N1CCCC1	i	40.6	/	i	0.8
COc1cc2sc3cc(NCC[C@@H]4CCCN4C)ccc3c(=O)c2cc1OC	i	15.3	/	?	/
COc1ccc(N(C)C(=O)c2cn(CC(C)C)c(=O)c3cc(OC)c(OC)cc23)cc1	i	24.6	/	i	0.7
COc1ccc(C(=O)COC(=O)c2cc(C)no2)c(OC)c1	i	31.5	/	i	2.0
COc1cc(CCC(=O)N2CCN(S(=O)(=O)c3ccc(C)cc3)CC2)cc(OC)c1OC	i	2.4	/	i	0.6
CCCCOc1ccc(C(=O)NCC(=O)NC2CCCCC2)cc1	i	38.4	/	i	0.8
O=C(O)C[C@H]1c2cc(C(F)(F)F)ccc2S(=O)(=O)N1C1CCCC1	i	49.1	/	i	3.2
O=C(COC(=O)Cc1ccc(S(=O)(=O)N2CCOCC2)s1)Nc1ccc(F)cc1F	i	49.2	/	i	0.9
CCN(CC)CCn1c2c(c(SCC(=O)Nc3cc(C)ccc3C)nc1=O)CCC2	i	55.8	/	i	1.5
C[C@H]1COC(=O)[C@H](CC(=O)OC(C)(C)C)C/C=C\C[C@@H](CC(=O)N[C@H](CO)Cc2ccccc2)C(=O)N1	i	15.7	/	i	2.0
COc1ccc(CCN=C(C)c2cc(C)c(C)cc2O)cc1OC	i	34.9	/	i	0.6
CC(=O)Nc1ccc(NC(=O)C2C3CCC(C3)C2C(=O)O)cc1 (centres undefined)	i	35.6	/	i	0.4
Cc1cccc(NC(=O)C2CCN(C(=O)c3ccccc3C)CC2)n1	i	47.1	/	i	1.1
CC(C)CC1Nc2ncnc(N3CCN(c4ccccn4)CC3)c2N(Cc2ccc(Cl)cc2)C1=O (centres undefined)	i	10.8	/	i	0.7&0.5
C=CCN1CCc2cc(O)c(O)cc2C(c2ccccc2)C1 (centres undefined)	i	59.7	/	i	1.8
Cc1ccc(S(=O)(=O)N2CCCCC2)cc1NC(=O)CSc1ncccn1	i	33.3	/	i	0.8
O=[N+]([O-])c1ccccc1/C=C/c1ccc2ccccc2n1	i	29.0	/	i	0.4

Additional structures follow.
SMILES	T cell HTS	T cell HTS vesicle-bound %	Hep lipid drop	Myeloid diff 2	Myeloid diff 2 GFP+ MAC1+ %	others
CC(=O)c1ccc(N2CCN(C(=O)c3cn(Cc4ccccc4)nc3-c3cccnc3)CC2)c(F)c1	i	48.7	/	i	1.1
O=S(=O)(c1ccc2c(c1)OCCO2)C1CCC(S(=O)(=O)c2c(F)cccc2F)CC1 (centres undefined)	i	15.0	/	i	0.4
CC(C)CN(C(=O)C1CCCO1)C1CCS(=O)(=O)C1 (centres undefined)	i	52.3	/	i	0.4
CC1CCCCN1C(=O)CN1C(=O)NC2(CCCCC2C)C1=O (centres undefined)	i	36.0	/	i	0.5
COc1ccc(N2CCN(C(=O)COC(=O)c3oc4ccccc4c3C)CC2)cc1	i	36.9	/	i	0.2
COC(=O)c1c(-c2ccc(SC)cc2)sc2ccccc12	i	31.5	/	i	0.8
O=C(NCC(c1ccco1)N1CCCC1)c1cccc(NS(=O)(=O)c2ccccc2)c1 (centres undefined)	i	54.5	/	i	0.5
CC(C)C[C@H](NC(=O)c1[nH]cnc1C(=O)N[C@@H](C)C(=O)OCc1ccccc1)C(=O)OCc1ccccc1	i	22.1	/	i	0.5
CC(C(=O)N1c2ccccc2CC1C)N1CCN(S(=O)(=O)c2ccccc2F)CC1 (centres undefined)	i	34.0	/	i	0.7
CCCCN(C(=O)c1cc2ccccc2o1)c1c(N)n(CCCC)c(=O)[nH]c1=O	i	39.2	/	i	1.4
CC(C)COC(=O)N1CC(O)CC1C(=O)Nc1ccc2c(c1)OCO2 (centres undefined)	i	66.7	/	i	1.2
CCCCN(C(=O)CSCC(=O)Nc1ccc(OC)cc1)c1c(N)n(Cc2ccccc2)c(=O)[nH]c1=O	i	42.3	/	i	1.0

Entries shown so far that contain a furan ring, fused or not:
SMILES	T cell HTS	T cell HTS vesicle-bound %	Hep lipid drop	Myeloid diff 2	Myeloid diff 2 GFP+ MAC1+ %	others
CCCN(CCC)c1nc2c(C)cccn2c(=O)c1/C=C1/SC(=S)N(Cc2ccco2)C1=O	/	/	57.5*	+	9.4*	Hep lipid drop cells 6.5 µM=775*
CCN1CCN(c2ccc(NC(=O)c3ccc(Br)o3)cc2)CC1	/	/	11.7	i	0.6	Hep lipid drop cells 6.5 µM=805
O=C(COC(=O)c1ccc([N+](=O)[O-])o1)NC1CCCC1	i	45.4	/	i	1.4
COCCN(C(=O)c1ccc(-c2ccc(Cl)cc2)o1)c1c(N)n(CC(C)C)c(=O)[nH]c1=O	i	54.2	/	i	1.4
CN(Cc1ccco1)C(=O)CN1C(=O)NC2(CCCCC2)C1=O	i	17.0	/	i	0.6
CN(c1ccccc1)S(=O)(=O)c1ccc(Cl)c(C(=O)NCC(c2ccco2)N2CCCC2)c1 (centres undefined)	i	16.3	/	i	0.4
Cc1ccc(NS(=O)(=O)c2cccc(C(=O)NNC(=O)c3ccco3)c2)c(C)c1	i	51.1	/	+	2.5*
O=C(COC(=O)c1ccc(Br)o1)NCc1ccc(F)cc1	i	32.4	/	i	1.2
Cc1ccc(NC(=O)CN2C(=O)N/C(=C\c3ccco3)C2=O)cc1	i	26.3	/	i	2.1
COc1ccc(N2CCN(C(=O)COC(=O)c3oc4ccccc4c3C)CC2)cc1	i	36.9	/	i	0.2
O=C(NCC(c1ccco1)N1CCCC1)c1cccc(NS(=O)(=O)c2ccccc2)c1 (centres undefined)	i	54.5	/	i	0.5
CCCCN(C(=O)c1cc2ccccc2o1)c1c(N)n(CCCC)c(=O)[nH]c1=O	i	39.2	/	i	1.4

An excerpt; rates above refer to the full screens.
